# Compound activity deposited in PubChem by several laboratories.
# Ecoli viability – bacterial growth inhibition, counter-screen for AddAB inhibitors. E. coli V3065 growth, OD600 absorbance, 18 h. inhibition, % at 11.9 µM. actives 0.27% (n = 330,000);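 active = inhibition above the campaign's mean inhibition across all tested compounds plus 3 SD, cut at about 9.9% in these data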;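 note: uninfected addAB+ strain grown without phage in ampicillin broth; 0% = DMSO wells and 100% = ciprofloxacin 0.95 µg/ml wells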
# HTR5A ag – counter-screen for OPRM1-OPRD1 agonists: human HTR5A agonism. actives 0.61% (n = 340,000). HTR5A agonist assay, luminescence, cell-based. activation, % at 9.3 µM. P47898. AID 504692; in the data active = activation mostly above about 9.5%, no sharp cut-off; inactive = mostly below about 7.6%;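 note: 0% = cells with vehicle only and 100% = reference agonist; strong numbers were not always called active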
# DAGLB inh – diacylglycerol lipase beta (human) inhibition | Q8NCG7 | AID 504411 | actives 0.059% (n = 340,000) | HEK293T DAGLB membrane lysate, EnzChek fluorogenic substrate | inhibition, % at 5.17 µM; in the data active = inhibition above about 34%;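 note: 0% = enzyme with vehicle and 100% = wells lacking enzyme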
# Tat export inh – inhibitors of E. coli Tat protein transport. actives 0.036% (n = 340,000). inhibition, % at 10 µM. E. coli MC4100 TorA-mCherry Tat export, fluorescence;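 active = mean replicate inhibition at least 50% and at least half of replicates individually reaching 50%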;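 note: exported cargo escapes ClpAP degradation while cytoplasmic cargo is degraded and loses fluorescence; 0% = median of neutral control wells and 100% = median of NaSCN control wells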
# SUMO Mot1 rescue – SUMOylation pathway inhibition by Mot1-301 growth rescue | S. cerevisiae Mot1-301 growth rescue, ATP luminescence, 38.5C; percent above DMSO median, 100 means doubled | growth rescue, % at 18.8 µM | actives 1% (n = 320,000);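 active = every valid replicate shows activation above 250% relative to neutral control wells; inactive = the rest, any valid replicate at or below 250%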;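 note: OY570 slx delta 5 strain wells were the positive control but not used for scaling; some compounds called inactive have numbers as strong as hits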
# PKA-R1A activ – activators of PKA-R1A complex. P00514+P68181. PKA-R1A dissociation, Cy5-IP20 fluorescence polarization; scaled: DMSO 0%, 113 µM cGMP 100%. activation, % at 11.4 µM. actives 0.083% (n = 340,000). AID 504707;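 active = percent activation above the mean of all tested compounds plus 3 SD, cut at about 19% in these data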;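 note: higher means more PKAc released from R1A so a rise in polarization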
# AddAB inh – less growth of phage-infected E. coli with AddAB; E. coli expressing H. pylori AddAB, absorbance growth; inhibition, % at 11.9 µM; actives 0.29% (n = 330,000); AID 435030; in the data active = inhibition above about 12%;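 note: 0% = vehicle wells of infected cells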
# HTR5A inv ag – inverse agonist of human HTR5A in OPRM1-OPRD1 counter-screen | P47898 | HTR5A cell line, luminescence, inverse agonism | inhibition, % at 9.3 µM | actives 0.083% (n = 340,000) | AID 504634; in the data active = inhibition mostly above about 23%, no sharp cut-off; inactive = mostly below about 18%;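 note: 0% = cells with DMSO and 100% = no-cell wells with DMSO; some compounds called inactive have numbers as strong as hits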
# phage Ecoli inh – E. coli growth loss with phage present; inhibition, % at 11.9 µM; growth absorbance; actives 0.26% (n = 360,000); in the data active = inhibition above about 11%
# CDK5 p35 inh – inhibitors of human CDK5/p35 kinase | Q00535+Q15078 | Recombinant CDK5/p35, ADP-Glo luminescence, 60 min | inhibition, % at 10 µM | actives 0.01% (n = 330,000) | AID 488839;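 active = highest replicate inhibition of at least 50% and at least 75% of replicates reaching 50%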;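 note: plate controls were DMSO neutral control for no effect and GW8510 at 10 µM for full effect; many of its hits are not listed in these tables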
# Target sequence (Q00535 whole entry, looked up): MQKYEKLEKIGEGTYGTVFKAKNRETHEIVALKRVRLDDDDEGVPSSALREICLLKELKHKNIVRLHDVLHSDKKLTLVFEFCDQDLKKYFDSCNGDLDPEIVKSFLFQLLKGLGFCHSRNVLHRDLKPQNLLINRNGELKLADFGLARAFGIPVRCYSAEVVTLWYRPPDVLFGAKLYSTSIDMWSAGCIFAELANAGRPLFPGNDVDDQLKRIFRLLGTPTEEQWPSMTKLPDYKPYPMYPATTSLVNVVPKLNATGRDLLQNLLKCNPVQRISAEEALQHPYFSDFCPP
# Target sequence (Q15078 whole entry, looked up): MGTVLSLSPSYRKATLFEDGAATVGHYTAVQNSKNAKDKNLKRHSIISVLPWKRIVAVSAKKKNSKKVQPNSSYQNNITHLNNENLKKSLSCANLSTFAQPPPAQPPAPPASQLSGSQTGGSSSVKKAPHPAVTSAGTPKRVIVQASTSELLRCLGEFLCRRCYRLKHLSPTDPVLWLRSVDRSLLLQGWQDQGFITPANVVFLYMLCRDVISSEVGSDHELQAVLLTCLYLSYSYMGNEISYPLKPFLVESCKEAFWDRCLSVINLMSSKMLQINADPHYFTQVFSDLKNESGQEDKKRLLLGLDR
# PKA-R2B act – activates the human PKA-R2B holoenzyme complex. actives 0.079% (n = 340,000). PKA-R2B holoenzyme dissociation, Cy5-IP20 fluorescence polarization; R2B truncated from residue 108, S112A mutant; 0% DMSO only, 100% 113 µM cGMP. P22694+P31323. AID 504700. activation, % at 11.4 µM;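 active = activation above a cutoff set at the mean over all compounds plus 3 SD, cut at about 18% in these data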;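 note: higher means more holoenzyme dissociation and a rise in polarization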
# Target sequence (P31323 whole entry, looked up, other chains not shown, the tested form may be a part): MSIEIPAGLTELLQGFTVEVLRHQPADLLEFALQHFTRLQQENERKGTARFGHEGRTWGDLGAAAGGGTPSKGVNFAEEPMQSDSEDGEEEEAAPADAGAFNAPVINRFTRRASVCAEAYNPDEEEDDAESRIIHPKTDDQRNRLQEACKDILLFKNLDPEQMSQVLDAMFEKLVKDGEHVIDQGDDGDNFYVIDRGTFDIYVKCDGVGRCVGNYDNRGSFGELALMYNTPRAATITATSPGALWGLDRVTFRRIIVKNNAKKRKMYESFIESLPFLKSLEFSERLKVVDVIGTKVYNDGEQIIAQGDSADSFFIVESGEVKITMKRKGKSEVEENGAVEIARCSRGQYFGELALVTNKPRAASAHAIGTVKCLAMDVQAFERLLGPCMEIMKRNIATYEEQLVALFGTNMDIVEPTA
# Numbers without * were called inactive; i = inactive; x = no result given.
SMILES,Ecoli viability,HTR5A ag,DAGLB inh,Tat export inh,SUMO Mot1 rescue,PKA-R1A activ,AddAB inh,HTR5A inv ag,phage Ecoli inh,CDK5 p35 inh,PKA-R2B act
CN1C(=O)C(CC(=O)O)S/C1=N\N=C\c1ccc(O)cc1O (stereo not given),-0.1,8,-1,6,-17,-9,-0.8,-23,3.2,-0.1,5
COc1ccc2nc(SCC(=O)NCC3CCCO3)c(C#N)cc2c1 (stereo not given),-0.6,-2,1,-7,-8,6,5.3,5,2.6,0.2,0
COCCCN(C(=O)c1ccc(-c2ccc(C(C)=O)cc2)o1)c1c(N)n(CC(C)C)c(=O)[nH]c1=O,x,5,1,-2,x,6,x,-12,0.6,0.1,-8
COc1ccc(S(=O)(=O)N2CCC(C(=O)NCc3ccccn3)CC2)cc1OC,-0.9,-5,3,-9,3,2,0.2,-15,-0.5,-1.1,-7
Cn1c(=O)[nH]c(=O)c2c1nc(Br)n2CC(O)COCc1ccccc1 (stereo not given),0.5,-2,-3,-2,-7,-6,2.5,17,1.8,0.8,-2
COc1ccc(N(C)S(=O)(=O)c2cccc(C(=O)Nc3cccc(C(=O)NC4CC4)c3)c2)cc1,-1.6,-4,2,-2,-4,-4,-0.6,9,-0.1,0.7,1
CCC(=O)Oc1ccc(C2N(C(=O)CC)CCN2S(=O)(=O)c2ccc(C)cc2)cc1OC (stereo not given),-0.2,5,-2,0,-8,-1,2.3,-10,3.4,-0.8,5
COc1cc(NS(=O)(=O)c2ccc(N/C=C\C(=O)c3ccc(F)cc3)cc2)nc(OC)n1,2.2,0,5,-7,8,2,4.2,0,5.1,0.9,0
CNCc1ccccc1Sc1cc(O)ccc1O,-0.5,5,6,1,184,-4,1.6,5,3.5,2.5,7
Cc1cccc(NC(=O)CCCc2ccccc2)c1C,-2.8,-1,-3,-2,15,-11,2.7,-4,-3.1,1.6,-5
COc1ccc2nc(NC(=O)CS(=O)(=O)c3ccc(C)cc3)sc2c1,1.3,2,1,11,i,-4,3.4,-5,3.0,-2.8,14
CCC(=O)c1cc(F)c(N2CCN(C(=O)c3ccco3)CC2)cc1C,0.3,-1,-4,-9,4,8,0.2,2,2.5,-0.6,-10
CC1CCCN(S(=O)(=O)c2cc3c4c(c2)C(C)C(=O)N4CCC3)C1 (stereo not given),-0.8,-2,-3,-5,1,5,2.4,9,1.7,0.2,2
COc1ccc(NC(=O)[C@H](C)NC(=O)C2CCN(S(=O)(=O)c3ccc(OC)cc3)CC2)cc1,-0.2,-2,-2,3,71,-3,-0.9,15,0.0,3.4,1
O=Cc1cc2c(cc1[B-](F)(F)F)OCO2,x,4,-2,-9,x,-12,x,-16,3.2,0.7,2
COC(=O)C1CCN(C(=O)COC(=O)CNC(=O)c2ccc(Cl)cc2Cl)CC1,0.9,5,-2,-1,-18,-2,2.8,-12,2.2,-3.3,-5
CCOC(=O)c1ccoc1CSCC(=O)N1CCN(S(=O)(=O)c2ccc(C)cc2)CC1,-4.0,5,-1,1,6,-1,1.4,-8,3.6,1.1,10
CC1CN(C(=O)C2(C)CC2(Cl)Cl)CC(C)O1 (stereo not given),-0.2,2,-1,-6,0,-3,2.8,-9,4.6,0.6,8
CCn1nc(Cc2cccc3ccccc23)c(C#N)c1N,-0.3,-2,2,0,-3,2,0.8,-27,3.6,-0.7,6
Cc1ccccc1Cn1ccc(NC(=O)c2cc3ncc(Br)cn3n2)n1,1.1,4,-1,1,22,0,0.8,-4,0.5,2.5,7
Nc1ccc(-n2cc(-c3ccccc3)[nH]c2=S)cc1,0.7,3,1,-4,-18,7,1.8,-12,-0.9,1.3,-6
O=C(Cn1cnc2cc([N+](=O)[O-])ccc2c1=O)Nc1ccc(Br)cc1,-0.3,4,-3,-2,-5,-4,0.2,-11,2.5,-0.6,0
Cc1ccc(C(=O)n2nc(-c3cccnc3)nc2N)cc1,-1.4,6,0,2,29,1,-0.4,-20,2.5,-1.1,-1
O=C(O)C1C(c2ccccc2)C(C(=O)Oc2ccccc2)C1c1ccccc1 (stereo not given),1.9,3,3,3,-7,10,1.6,3,1.5,1.5,9
COc1ccc(Cn2c(=O)[nH]c3cc(C(=O)N4CCN(c5ccccn5)CC4)ccc3c2=O)cc1,-1.5,1,3,-6,-15,-8,-2.0,-3,1.4,-0.3,5
Cc1cc(C)n(-c2nc3c(c(=O)n(C)c(=O)n3C)n2C)n1,0.7,-13,0,2,95,-8,-0.3,30,3.0,-0.3,-19
CCCC(C)c1nnc(NC(=O)CCS(=O)(=O)Cc2ccccc2)s1 (stereo not given),-1.7,-3,0,0,-23,-4,1.2,7,2.2,0.2,0
CCNC(=S)N1CCN(CC(=O)Nc2ccc(OC)cc2)CC1,-1.4,3,1,0,73,0,2.1,-8,4.4,-1.7,1
O=C(NCCc1ccccc1Cl)C1CCN(S(=O)(=O)c2cccs2)CC1,3.0,2,-1,-1,13,5,6.5,-25,4.0,-1.4,7
Cn1c(=NC(=O)C2CC2)sc2cc(F)cc(F)c21,-1.5,-3,-4,3,42,2,1.0,-30,3.8,-1.7,-2
Cc1ccc2c(c1)c1c(c(=O)n(-c3ccccc3C)c(=O)n1CC(=O)NCC1CCCO1)n2C (stereo not given),-3.0,-2,0,-2,-11,-3,-0.9,-3,2.5,-0.3,-10
COc1cccc(OC)c1C(=O)NC(=S)Nc1ccc(N2CCOCC2)c(Cl)c1,-0.4,1,0,-2,83,1,0.1,-4,3.5,-2.5,-10
CCCCOC(=O)Nc1nnc(/C=C/c2ccc(OC)cc2)s1,-3.9,0,-3,-7,11,4,-1.9,-50,2.4,0.9,-2
COc1ccc(C2=NOC(Cn3nc(C(=O)NCc4cccc(C(F)(F)F)c4)cc3-c3ccccc3)C2)cc1 (stereo not given),0.5,1,-4,-10,6,-8,3.1,-1,2.2,1.4,5
Cc1oc(-c2ccccc2F)nc1CS(=O)(=O)CC(=O)N1CCc2ccccc21,1.9,8,1,2,-7,-4,0.3,-24,0.5,-0.4,-9
O=C(COc1ccc(C(=O)c2ccccc2)cc1)Nc1ncccc1O,0.9,-6,-4,0,-22,0,-0.7,14,-1.2,-2.6,4
CCC(C)Nc1nc(Cl)nc(NCCOc2ccccc2)n1 (stereo not given),0.3,-1,-3,-2,-16,8,0.9,0,-0.1,-2.5,7
O=C(NCc1ccco1)C1CCCN1C(=O)Nc1ccccc1[N+](=O)[O-] (stereo not given),-0.4,3,-1,-16,188,-4,4.9,-8,0.8,1.0,-2
COc1cccc(C(=O)Nc2nc(-c3ccncc3)cs2)c1,-0.5,-8,1,0,13,-8,-3.2,20,3.9,-1.9,-8
COc1ccccc1-c1ocnc1C(=O)N1CCN(C(=O)C(c2ccccc2)c2ccccc2)CC1,-0.6,-2,1,2,127,-3,4.4,-20,-0.2,-0.5,2
O=C(Nc1cccc(-n2cnnn2)c1)c1cnccc1Cl,1.3,3,3,1,-7,0,-0.8,-14,2.1,x,2
COc1ccc(N2CCN(S(=O)(=O)CCNC(=O)COc3ccc(Cl)cc3)CC2)cc1,0.1,5,-1,3,2,1,1.0,-15,-1.2,-1.0,-1
CC(=O)Nc1ccc2nc(NC(=O)COc3ccc(C)cc3)sc2c1,-0.5,-1,1,-2,9,5,1.0,23,2.4,-0.2,-5
CN1C(=O)/C(=C/c2cccc(Cl)c2)Sc2ccc(C(=O)NCc3cccnc3)cc21,-0.1,-2,1,11,-16,9,1.0,1,0.0,-0.6,4
COCCN(Cc1cc2cc(C)cc(C)c2nc1Cl)C(=O)Nc1ccccc1,-3.9,-2,-15,8,12,3,0.1,23,1.6,-0.1,5

# Three entries from above, arranged by count of non-hydrogen atoms, smallest number first.
SMILES,Ecoli viability,HTR5A ag,DAGLB inh,Tat export inh,SUMO Mot1 rescue,PKA-R1A activ,AddAB inh,HTR5A inv ag,phage Ecoli inh,CDK5 p35 inh,PKA-R2B act
O=C(Nc1cccc(-n2cnnn2)c1)c1cnccc1Cl,1.3,3,3,1,-7,0,-0.8,-14,2.1,x,2
CCCCOC(=O)Nc1nnc(/C=C/c2ccc(OC)cc2)s1,-3.9,0,-3,-7,11,4,-1.9,-50,2.4,0.9,-2
COc1ccccc1-c1ocnc1C(=O)N1CCN(C(=O)C(c2ccccc2)c2ccccc2)CC1,-0.6,-2,1,2,127,-3,4.4,-20,-0.2,-0.5,2

# Other structures.
SMILES,Ecoli viability,HTR5A ag,DAGLB inh,Tat export inh,SUMO Mot1 rescue,PKA-R1A activ,AddAB inh,HTR5A inv ag,phage Ecoli inh,CDK5 p35 inh,PKA-R2B act
COc1ccccc1NC(=O)CSc1nnc(-c2ccc(C)cc2)o1,-0.4,-2,2,-2,-9,-2,4.7,6,2.2,-0.4,-5
CC1=C(C(=O)N2CCOCC2)C(c2c(C)cc(C)cc2C)NC(=S)N1 (stereo not given),0.1,3,1,-2,4,-5,3.3,-9,4.0,0.5,-1
CC1CCN(S(=O)(=O)c2cccc(C(=O)Nc3nccs3)c2)CC1,1.0,6,-4,-6,-4,-1,-0.7,3,0.8,1.8,4
CC(=O)Nc1ccc(NC(=O)CSc2ncc(C(=O)Nc3ccccc3)c(=O)n2C)cc1,-0.8,-6,0,9,14,-1,1.7,2,1.8,0.1,8
Cc1ccc(OC(=O)c2cccc(S(=O)(=O)N(C)C)c2)c(-n2nc3ccccc3n2)c1,1.6,1,-5,7,8,2,4.5,14,2.1,0.2,-7
CCn1c(CCNC(=O)c2ccc(OC)c(OC)c2)nc2ccccc21,1.7,3,1,1,-5,4,1.6,24,3.0,-1.1,4
CC(C)C[C@@H](CN(C)N=O)N(C[C@H](Cc1ccccc1)N(CCc1ccccc1)N=O)N=O,1.5,3,-3,3,2,0,2.5,-7,-2.0,0.3,-4
Cc1ccc(C2=NN(S(C)(=O)=O)C(c3cccs3)C2)cc1 (stereo not given),2.7,5,-3,5,241,-11,-1.9,-21,0.1,-2.4,-12
COc1nnc(-c2ccc(N3CCOCC3)c(NC(C)=O)c2)c2ccccc12,-1.9,-2,-2,12,341,-6,-0.8,5,-0.1,-1.7,-9
CC(OC(=O)c1ccc(Cl)cc1)C(=O)NCC1CCCCC1 (stereo not given),0.5,-6,-3,-1,25,-5,-0.3,15,-1.2,0.3,-4
CSc1ccccc1NC(=O)C(C)N(C)CC(=O)N1CCN(Cc2ccccc2)CC1 (stereo not given),x,1,-1,4,x,-3,x,6,-3.2,0.9,6
O=C(CSc1nnc(Nc2ccccc2F)s1)NC1CCS(=O)(=O)C1 (stereo not given),-1.1,10,-3,-7,-9,-6,0.0,-24,1.0,-1.6,-3
COc1ccc(S(=O)(=O)N(C)CC(=O)N2CCC(C)CC2)cc1Cl,-0.8,0,-1,4,4,-6,2.1,5,-6.1,1.7,-3
CCOC(=O)C1CCN(C(=O)c2ccc(OC3CCN(C(=O)COC)CC3)cc2)CC1,x,6,0,-1,x,-17,x,-12,0.0,0.1,-12
CC(=O)c1cccc(NC(=O)Nc2ccc(C)cc2)c1,-0.9,2,-3,-5,19,-4,-0.5,-9,1.7,-1.0,-5
Nc1ccccc1-c1ccc(Cl)cc1,x,-1,-3,6,x,-13,x,5,-0.8,-2.5,-7
CC(C)C(NC(=O)c1ccccc1)c1nnc(SCC(=O)Nc2nccs2)n1C (stereo not given),-0.1,0,-2,-3,11,-12,0.9,-25,0.0,6.4,-2
